S1P4 antag: S1P4 receptor antagonists, primary screen, cell-based; 0.26% of 220,000 active; S1P4-expressing cells, antagonist mode, reporter read-out; inhibition, % at 4.98 µM; in the data active means inhibition above about 29%;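 further: 0% = wells stimulated with agonist and 100% = vehicle wells without agonist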
Target sequence (O95977 whole entry, looked up): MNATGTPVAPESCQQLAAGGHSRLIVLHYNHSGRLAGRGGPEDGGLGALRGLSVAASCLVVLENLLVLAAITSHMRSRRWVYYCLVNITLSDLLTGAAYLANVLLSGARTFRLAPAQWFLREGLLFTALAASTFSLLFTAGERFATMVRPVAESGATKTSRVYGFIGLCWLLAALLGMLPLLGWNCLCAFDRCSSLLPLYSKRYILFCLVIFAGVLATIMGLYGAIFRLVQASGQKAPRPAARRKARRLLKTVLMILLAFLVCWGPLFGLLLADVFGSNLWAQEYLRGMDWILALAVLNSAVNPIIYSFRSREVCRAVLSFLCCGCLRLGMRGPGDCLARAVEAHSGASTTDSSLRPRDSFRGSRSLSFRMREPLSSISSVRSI
eIF4E-4G inh: eIF4E–eIF4G protein interaction inhibitors, primary screen, biochemical, uHTS, TR-FRET, eIF4GI fragment; Eukaryotic translation initiation factor 4E (Mus musculus) + Eukaryotic translation …; TR-FRET eIF4E-eIF4GI(517-606) binding, 2 h; inhibition, % at 21.7 µM; 0.37% of 220,000 active; AID 782, 2007;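 active means inhibition above about 30%, limit read from the data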;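 further: 0% = full FRET control wells and 100% = background wells lacking eIF4GI fragment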
Wee1 degr inh: Wee1 degradation inhibitors, primary screen, cell-based, HeLa, Wee1K328M-luciferase, luminescence. 1.2% of 220,000 active. HeLa Luc-Wee1K328M stability; 100% = proteasome inhibitor MG132 effect. Wee1-like protein kinase (Homo sapiens), P30291. reporter increase, % at 5 µM. AID 1321, 2008;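 active means activation above the mean of all tested compounds plus 3 SD, set per screening run, cut at about 8.8% in these data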;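 further: cells exposed to compound for 20 h before luminescence read; 0% = DMSO alone and 100% = MG132 at 30 µM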
Ba/F3 V617F tox: reduced viability of JAK2V617F-dependent Ba/F3 cells, primary screen, JAK2V617F inhibitor project, cell-based, Ba/F3 EpoR-JAK2V617F, luminescence; ATP luminescence; inhibition, % at 5.6 µM; 1.1% of 220,000 active; AID 1446, 2008;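 active means inhibition above the campaign mean plus 3 SD over all tested compounds, cut at about 24% in these data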;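 further: cytokine-independent growth of Ba/F3 cells driven by EpoR plus mutant JAK2; 0% = DMSO-treated cells and 100% = JAK inhibitor I control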
NPY2 pot ag: NPY-Y2 potentiators or agonists, primary screen, cell-based. Neuropeptide Y receptor type 2 (Homo sapiens), P49146. cells expressing NPY-Y2, potentiator/agonist read-out. activation, % at 3.6 µM. 0.45% of 220,000 active; in the data active means activation above about 27%;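 further: cells stimulated with NPY near EC25 plus isoproterenol at EC100; 0% = vehicle plus submaximal agonist and 100% = vehicle plus saturating agonist; some results beyond the cut were filed as inactive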
Target sequence (P49146 whole entry, looked up): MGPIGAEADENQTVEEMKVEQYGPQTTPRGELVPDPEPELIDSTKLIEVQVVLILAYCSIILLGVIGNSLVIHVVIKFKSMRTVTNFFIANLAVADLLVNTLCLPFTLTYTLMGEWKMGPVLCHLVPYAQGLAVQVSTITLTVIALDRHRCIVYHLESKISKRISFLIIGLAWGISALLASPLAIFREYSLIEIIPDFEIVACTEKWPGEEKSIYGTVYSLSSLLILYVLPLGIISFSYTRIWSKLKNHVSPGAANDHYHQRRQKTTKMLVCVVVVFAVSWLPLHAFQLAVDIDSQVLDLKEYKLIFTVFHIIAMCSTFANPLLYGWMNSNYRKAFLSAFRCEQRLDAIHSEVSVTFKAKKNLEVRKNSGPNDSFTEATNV
BaF3 tox: parental Ba/F3 cell viability inhibition, counter-screen for JAK2V617F inhibitor project, murine pro-B, CellTiter-Glo luminescence; inhibition, % at 5.6 µM; 1.1% of 220,000 active; CellTiter-Glo ATP luminescence;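 active means inhibition above a per-campaign cutoff, the mean inhibition of all tested compounds plus 3 SD, cut at about 27% in these data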;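 further: 0% = DMSO wells and 100% = JAK Inhibitor I control wells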
Mdm2 ligase inh: MDM2-luciferase reporter signal enhancers, primary screen, MDM2 E3 ligase inhibitor project, cell-based, luminescence, 1536-well | E3 ubiquitin-protein ligase Mdm2 (Homo sapiens), Q00987 | cell-based MDM2 ubiquitination luciferase reporter, 2 h; 0 = plate control, 100 = twice control, blank-subtracted | signal enhancement, % at 5 µM | 0.11% of 210,000 active;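 active means signal enhancement of 30% or more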;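 further: luminescence tracks abundance of the self-degrading MDM2-luciferase fusion protein; higher signal means inhibition of MDM2 E3 ligase activity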
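test system = mammalian cells stably expressing self-ubiquitinating, self-degrading MDM2 E3–luciferase fusion | quantity = 2000 cells/well | incubation = cell settling 4 h, compound treatment 2 h, both 37 °C | signal = luminescence with SteadyLite reagent, 15 min at room temperature | evaluation = % enhancement relative to plate controls after blank subtraction | benchmarks = plate controls and plate blanks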
PERK inhibitor: block of dimerizer-induced PERK translation repression, primary screen, PERK inhibitor project, CHO PERK-DD cells, SEAP luminescence, HTS; Eukaryotic translation initiation factor 2-alpha kinase 3 (Homo sapiens), Q9NZJ5; 0.17% of 220,000 active; AID 1416, 2008; inhibition, % at 5.6 µM; CHO PERK-DD fusion, SEAP luminescence translation reporter;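 active means inhibition above the mean inhibition of all tested compounds plus 3 SD, set separately per screening campaign, cut at about 2.9% in these data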;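 further: PERK kinase domain activated by AP20187 dimerizer at 100 nM; 0% = DMSO with dimerizer and 100% = rapamycin at 8.4 µM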
S1P4 agonist: S1P4 receptor agonists, primary screen, cell-based; 0.35% of 220,000 active; Sphingosine 1-phosphate receptor 4 (Homo sapiens), O95977; S1P4-expressing cell line, agonist reporter assay; activation, % at 4.98 µM; AID 1509, 2009; in the data active means activation above about 11%;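 further: 0% = DMSO vehicle and 100% = reference agonist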
Active calls of the source: *; · = not tested or not shown; & = joins results of further samples; ! = a repeat was not active; [ ] = remark or other dose.

SMILES	S1P4 antag	eIF4E-4G inh	Wee1 degr inh	Ba/F3 V617F tox	NPY2 pot ag	BaF3 tox	Mdm2 ligase inh	PERK inhibitor	S1P4 agonist
CCOc1cc(/C=N/NC(=O)c2cc(C)n(-c3ccc(F)cc3)c2C)ccc1O	4.2	0.0	0.8	-6.0	-13.3	0.6	-0.7	0.8	1.4
Cc1cc(NC(=O)c2cccc(S(=O)(=O)N3CCCC3)c2)no1	5.6	0.0	-3.0	0.9	-10.4	5.8	-11.4	-0.5	0.2
O=C(Nc1c(-c2cccs2)nc2ccccn12)c1ccc2ccccc2c1	-20.2	5.1	-2.9	1.7	-11.4	5.2	-11.6	-0.7	-1.5
COC1CCCCC1Nc1ccc(C)c(C)c1 (centres undefined)	-8.0	0.6	-0.5	-3.6	16.5	2.5	-5.8	1.2	1.0
CCN(CC)C(=O)C1CCCN(C(=O)Nc2ccc(NC(=O)N3CCCC(C(=O)N(CC)CC)C3)cc2)C1 (centres undefined)	1.1	11.1	-2.9	-3.9	0.8	1.4	·	1.1	-1.2
CCOc1cc(Br)c(C=O)cc1OCC	-6.0	0.5	-1.1	-3.3	-1.4	-0.8	-5.9	0.9	0.0
Cc1csc2c(SCC(=O)NNC(=O)C(Cl)Cl)ncnc12	3.5	-3.7	-0.9	1.4	-21.6	-3.1	-11.2	3.1*	-0.3
CC(=O)N1c2c(cc(Br)cc2S(=O)(=O)NCc2ccc3c(c2)OCO3)CC1C (centres undefined)	-12.6	3.2[fluorescence artefact?]	1.8	-1.7	-4.6	8.7	1.3	-0.3	1.4
Oc1ccc(Cl)cc1C=NCCc1ccccc1	-2.6	8.2[fluorescence artefact?]	3.1	1.2	8.1	6.1	·	0.5	-1.9
O=C(CSc1ncnc2c1oc1ccccc12)NCc1ccco1	-0.8	5.9	-1.2	0.9	0.2	3.1	16.3	-0.9	0.2
CCOC(=O)C1=C(N)OC(C)=C(C#N)C1c1ccco1 (centres undefined)	-0.2	5.1	-2.5	-1.2	0.1	3.1	-1.1	0.6	-0.2
O=c1[nH]nc(SCc2nnc(-c3cccc(Cl)c3)o2)n1C1CCCCC1	7.0	2.2	-1.6	2.2	-19.9	4.3	-20.6	-0.2	0.2
COc1ccc(/C=N/NC(=O)C2C(C=C(Cl)Cl)C2(C)C)c(OC)c1 (centres undefined)	-24.3	1.6	0.3	0.7	-1.6	4.7	-5.1	1.6	1.2
O=C(O)c1cccc(NC(=O)c2cn(-c3ccccc3)nc2-c2cc3ccccc3o2)c1	-6.0	0.1[fluorescence artefact?]	-1.6	0.7	-0.6	5.3	-7.2	1.2	0.2
CN(C)c1ccc(/C=C2/C(=O)N(c3ccc([N+](=O)[O-])cc3)N=C2N2CCOCC2)cc1	14.7	-15.5	0.7	-0.9	4.2	3.6	-7.8	0.8	-2.8
COc1cc(/C=N/NC(=O)C2COc3ccccc3O2)ccc1O (centres undefined)	3.5	1.6	2.6	0.5	4.7	-6.6	-0.8	0.9	3.2
Cc1ccc(Cn2ccc(NC(=O)c3cc(-c4ccco4)on3)n2)cc1	6.0	-2.4	1.3	-3.5	13.4	3.1	-4.8	0.4	0.6
COCCn1cnnc1SCC(=O)Nc1ccc(Br)cc1F	12.3	0.7	1.8	4.5	-10.9	5.8	-14.2	0.4	0.6
O=C(O)CC(NS(=O)(=O)c1ccc(Br)cc1)c1ccco1 (centres undefined)	-15.3	3.4	-0.8	-2.3	8.9	3.5	-13.0	-0.1	2.3
N#Cc1cnn2c(C(F)(F)F)c3c(nc12)CCCC3	-13.6	3.2	1.8	-1.4	-8.6	-1.5	2.0	0.1	-1.0
CCOC(=O)c1cc(-c2ccco2)nn1-c1ccc(C)cc1	-30.4	2.3	4.9	1.3	3.2	4.0	-5.1	1.1	1.7
COCCN(CCOC)S(=O)(=O)c1ccc(Cl)nc1	6.7	0.0	-0.3	-0.9	2.4	-3.2	-12.5	1.1	1.5
Nc1c(Br)cc2oc(-c3ccccc3)nc2c1Br	-10.6	2.0	-0.5	2.4	1.3	3.6	-14.2	0.7	1.2
O=C(O)/C=C\C(=O)Nc1ccc(OC(F)F)cc1	-6.0	3.7	4.5	-3.8	15.2	0.7	-13.9	0.8	2.0
CCc1sc(-c2c(C#N)c(N)nc3c2CCCCCC3)cc1[N+](=O)[O-]	-12.4	5.1	0.8	-0.5	-1.9	1.5	-12.9	0.5	2.3
CC1=C(C(=O)Nc2ccccc2)C(c2ccc(Cl)cc2)n2c(s/c(=C/c3cccc(OCC(=O)O)c3)c2=O)=N1 (centres undefined)	16.3	0.4	2.4	-1.8	-8.4	0.7	-13.8	0.2	0.6
CCC(NC(=O)c1ccc([N+](=O)[O-])cc1[N+](=O)[O-])c1ccccc1 (centres undefined)	-10.3	0.0	-3.1	0.6	-10.8	1.9	-6.0	0.2	0.0
Cc1ccc(S(=O)(=O)Cn2nnnc2C(C(C)C)N2CCSCC2)cc1 (centres undefined)	6.0	1.1	-1.3	0.9	3.1	1.5	0.1	-0.8	0.5
Oc1ccc2ccccc2c1N=Nc1ccc(F)cc1	-13.3&14.8	-2.3&-1.7	22.1*!	-2.7&-3.7	17.0&20.1	-4.0&1.5	-15.3	0.3&0.2	0.2&-0.3
CC(C)Cn1c(N)c(C(=O)COC(=O)CC23CC4CC(CC(C4)C2)C3)c(=O)n(C)c1=O	-17.2	7.5[fluorescence artefact?]	-0.7	36.2*	38.2*	42.0*	-28.7	-0.6	-1.6
Cc1ccc(S(=O)(=O)NC(=O)Nc2nnc(C3CC3)s2)cc1	-9.7	-4.0	-2.0	-0.9	-5.5	1.6	-5.6	-0.2	-0.8
CC(NCCC1(C(C)C)CCOC(C)(C)C1)c1cccs1 (centres undefined)	5.8	-6.1	-0.4	-2.5	-9.6	0.7	-0.5	-0.2	-0.8
O=[N+]([O-])c1cc(S(=O)(=O)N2CCCC2)ccc1O	-0.8	-5.0	1.0	-4.8	7.3	3.5	-3.6	-0.9	0.9
COC(=O)c1cnc2c(C(F)(F)F)cccc2c1OC	-12.4	·	-0.4	2.1	-24.2	4.5	-2.5	0.7	-0.4
COc1ccc(-c2nnc(SCC(=O)Nc3ccccc3OC)o2)cc1	-3.0	-0.2[fluorescence artefact?]	-0.5	4.5	-9.5	10.7	-18.0	-0.7	-1.6
Cc1c(Cl)ccc2c(C(=O)NC(C)c3ccncc3)cc(-c3ccncc3)nc12 (centres undefined)	-4.4	-4.1	3.4	0.0	-26.8	6.9	-31.9	1.6	-2.5
NC(=O)C1(N2CCCCC2)CCN(C(=O)c2ccc(C#CC3(O)CCCCC3)cc2)CC1	-6.0	·	-2.2	1.2	-12.5	7.7	-16.6	-1.5	1.1
CCN(CC)CCCNc1nc2cc(OC)c(OC)cc2c2nc(-c3ccccc3)nn12	-31.1	-2.3	1.1	3.6	-9.4	3.0	-14.8	-1.9	0.5
O=C(CCc1[nH]c2ccccc2c1Sc1ccccc1)NCCO	-15.2	-2.7[fluorescence artefact?]	-0.6	-1.2	5.5	5.6	-18.4	0.9	-2.8
CC(C)(C)NC(=O)NC(=O)COC(=O)COc1ccc2c(c1)CCC2	-10.2	2.0	-0.8	-3.0	-5.1	2.5	-6.8	0.5	1.2
OCCC1CN(Cc2cccc3c2OCO3)CCN1C1CCCCC1 (centres undefined)	10.6	3.4	1.5	0.8	-5.4	0.4	-5.8	0.2	1.0
CCOC(=O)Oc1ccc2c(=O)c(Oc3cc(C)cc(C)c3)coc2c1	-6.2	4.7	-1.7	6.5	-15.2	8.3	-5.7	-0.8	1.6
CN1CCc2c(sc3c2C(=O)NC(c2ccccc2)N3)C1 (centres undefined)	-5.8	2.9	-0.4	4.2	-13.1	2.5	-11.9	0.6	5.5
CC1(C)CC(=O)N(CC(=O)O)c2ccccc2S1	-16.9	0.7	-2.5	-2.0	8.1	6.8	10.3	0.0	1.2
CN(CCO)C(=O)CCC(=O)Nc1ccc(S(N)(=O)=O)cc1	-19.8	-8.5	5.6	-0.1	7.7	2.9	3.9	1.7	1.2
COc1ccc(/C=C2\CCOC2=O)cc1	-3.9&2.1	-1.1&4.3	-1.5&-1.1	-3.9&-1.7	8.1&0.6	3.3&2.8	-10.9&-36.5	2.1&1.9	0.3&1.4
COc1cc(CNCCO)cc(Br)c1OCc1cccs1	-17.8	-1.4	-1.3	3.6	-2.1	5.8	-11.7	-1.4	-1.6
Nc1ccc(S(=O)(=O)N2CCCc3ccccc32)cc1	-10.6	62.4*	2.4	-1.0	-5.4	7.2	-10.3	1.6	1.0

Arranged by value in Mdm2 ligase inh (descending): 3 from the list above
molecule,Mdm2 ligase inh
CCOC(=O)C1=C(N)OC(C)=C(C#N)C1c1ccco1 (centres undefined),-1.1
CC1=C(C(=O)Nc2ccccc2)C(c2ccc(Cl)cc2)n2c(s/c(=C/c3cccc(OCC(=O)O)c3)c2=O)=N1 (centres undefined),-13.8
COCCn1cnnc1SCC(=O)Nc1ccc(Br)cc1F,-14.2

(next part)
SMILES	S1P4 antag	eIF4E-4G inh	Wee1 degr inh	Ba/F3 V617F tox	NPY2 pot ag	BaF3 tox	Mdm2 ligase inh	PERK inhibitor	S1P4 agonist
Nc1ccc(S(=O)(=O)NNC(=O)C(=O)NNc2ccccn2)cc1	-15.5	4.4	-2.1	2.5	-0.4	-0.1	-19.4	0.2	-1.5
O=C(Nc1ccccn1)c1ccc(NC(=O)c2ccco2)cc1	-23.1	-1.6[fluorescence artefact?]	3.4	0.0	3.4	2.9	-22.1	-1.4	1.2
COC(=O)c1ccccc1NC(=O)C1CC=CCC1C(=O)O (centres undefined)	4.2	-6.2[fluorescence artefact?]	-1.2	-0.7	-14.5	3.8	8.2	0.9	0.5
O=C(NNc1cccc(Cl)c1)c1cccnc1Oc1ccccc1	15.7	5.0	3.0	-2.8	4.2	-0.1	3.0	1.0	1.3
CN(C)Cc1nnnn1-c1ccccc1	6.8	-1.4	-0.8	-2.5	-3.3	-2.7	-12.1	0.3	2.6
CN(C)CCCNC(=S)NCCNc1nc2cc3c(cc2cc1C#N)OCO3	4.5	-5.5	-0.4	-0.9	-1.4	6.6	-2.7	0.7	2.6
CN1CCN(C(=O)C2CCC(CNS(=O)(=O)c3cccc4cccnc34)CC2)CC1 (centres undefined)	-11.7	4.4	-0.9	-3.5	4.7	1.8	-3.0	0.4	0.6
O=c1[nH]nc(Cc2ccc(Cl)cc2Cl)c2ccccc12	0.2	-14.1[fluorescence artefact?]	2.1	-1.0	12.1	1.1	-3.2	-0.7	1.7

Screening data: PubChem BioAssay, several laboratories

Rows are unselected; 4.1% or so of the library scored in one or more.
